Screening data as filed in PubChem BioAssay.
TCR act: activates T cell receptor signaling; AID 504894; primary human leukocytes, anti-CD3, IL-2 HTRF, 48 h; 330,000 tested, under 10 active; Potency, µM (top dose mostly 9.22 µM), for the others: at the highest dose activation of IL-2 secretion, most hits filed as activators; further: % of control where 0% means no effect
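HTRF read-out of IL-2 secretion: europium cryptate donor excited at 320nm, d2 acceptor emission at 665nm. Cells were primary human leukocytes incubated 48 hr with compounds and a-CD3 beads, supplying TCR signal only.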
Mito fusion act: blocks mitochondrial division or promotes mitochondrial fusion; S. cerevisiae fusion-defective mutant growth rescue, CellTiterGlo 48 h; Potency, µM (highest dose often 46.1 µM), for inactives: at the highest dose growth rescue (activation), hits mostly activators; 0.23% of 320,000 active; AID 485298;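 further: potency means the concentration at half of the fitted maximal effect; % of control where 0% means no effect; nearly all actives have a fitted effect of over 45% in size; temperature-sensitive fusion mutants such as fzo1-1 at 37 °C on non-fermentable ethanol glycerol medium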
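S. cerevisiae fusion-defective temperature-sensitive mutants (e.g. fzo1-1, mgm1-5) grown 48 h at 37C in YPEG (ethanol/glycerol non-fermentable) medium with 23 nl compound per well; growth rescue read as CellTiterGlo luminescence.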
Integrin act MD: activates integrin-mediated alleviation for muscular dystrophy. 0.064% of 350,000 active. alpha7betagal myoblasts, beta-gal FDG fluorescence, 48 h. Potency, µM (highest dose often 38.3 µM), inactives show at the highest dose activation, actives largely listed as activators;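 further: potency means the concentration at half of the fitted maximal effect; 100% = response of the positive control SU9516; nearly all actives have a fitted effect of over 60% in size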
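alpha7betagal+/- myoblasts (passage 13, 250/well) treated 48 h at 37C with compounds at 1:260 dilution of DMSO stock. Lysed, then beta-galactosidase activity read as FDG fluorescence (ex 480/em 540) after 30 min, with pre-read for autofluorescence.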
AT treatment: potential ataxia-telangiectasia treatments restoring KAP-1 phosphorylation. […] A-T fibroblasts, KAP-1 phosphorylation AlphaLISA; neocarzinostatin DNA damage 30 min before lysis. Potency, µM (titrated, usually from 57.5 µM), without a hit: top-dose activation, hits mostly activators. 0.19% of 320,000 active; further: potency means the concentration at half of the fitted maximal effect; % of control where 0% means no effect; nearly all actives have a fitted effect of over 45% in size
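ATM-like activity read as KAP-1 phosphorylation via AlphaLISA donor/acceptor antibody pairs after lysis and 6 hr at 25C. Cells were ATM-null patient fibroblasts ([…], hTERT), dosed 60 min, then exposed to the DSB inducer NCS for 30 min.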
ELG1 DNA repair: inhibitors of ELG1-dependent DNA repair in HEK293T cells; 2.3% of 330,000 active; AID 504467; HEK293T ELG1-luciferase reporter, luminescence, 16 h; DNA damage induced by 5-fluorouridine; Potency, µM (highest dose often 46.1 µM), for inactives: at the highest dose activity change, negative = inhibition, actives largely listed as inhibitors; further: potency means the concentration at half of the fitted maximal effect; on the % scale 0 is the no-effect control and ±100 the full control effect; nearly all actives have a fitted effect of over 55% in size
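DMSO vehicle served as the neutral condition. Each well held 2,000 cells given 5-fluorouridine plus compound; after 16 hr at 37 °C/5% CO2, ONE-Glo was added and luciferase measured 30 min later.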
S-ASM inh: human S-ASM enzyme inhibition; P17405; placental ASM, HMU-PC fluorogenic substrate, 60 min; Potency, µM (doses to about 57.5 µM), for inactives: at the top dose activity change, negative = inhibition, most hits filed as inhibitors; 0.006% of 340,000 active; AID 504937; further: potency means the concentration at half of the fitted maximal effect
Target sequence (P17405 47-631 limits assumed): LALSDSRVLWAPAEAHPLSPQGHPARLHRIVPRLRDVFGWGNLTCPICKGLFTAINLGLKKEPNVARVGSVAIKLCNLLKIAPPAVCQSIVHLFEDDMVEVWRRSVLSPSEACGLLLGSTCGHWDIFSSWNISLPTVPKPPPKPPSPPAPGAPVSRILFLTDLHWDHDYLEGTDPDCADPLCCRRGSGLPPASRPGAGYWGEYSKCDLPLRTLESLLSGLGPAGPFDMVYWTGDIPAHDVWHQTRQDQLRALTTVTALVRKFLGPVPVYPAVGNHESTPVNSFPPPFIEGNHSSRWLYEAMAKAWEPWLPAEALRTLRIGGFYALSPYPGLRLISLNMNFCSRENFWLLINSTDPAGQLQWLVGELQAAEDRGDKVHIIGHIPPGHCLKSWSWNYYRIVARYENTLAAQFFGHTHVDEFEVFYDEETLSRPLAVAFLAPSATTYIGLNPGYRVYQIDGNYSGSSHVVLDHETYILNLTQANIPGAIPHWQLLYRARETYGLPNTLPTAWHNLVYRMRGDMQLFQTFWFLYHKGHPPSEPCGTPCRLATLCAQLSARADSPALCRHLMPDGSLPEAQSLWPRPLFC
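Fluorescence read-out (Ex 386 nm, Em 447 nm) after stopping the reaction at pH 10. Enzyme: ASM from human placenta; substrate HMU-PC0, 9 uM final; 60 min, 37 °C. Compound preincubation 10 min, ambient temperature.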
TSHR antag: antagonists of human thyroid stimulating hormone receptor; P16473; TSHR-expressing cells, TSH-stimulated cAMP HTRF, 2 h; hits give low values; activity change, negative = inhibition, % at 11.5 µM; 0.2% of 330,000 active;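 active means activity change below a set negative limit, meaning inhibition stronger than a set level, cut at about -70% in these data; inconclusive means activity change between two set negative limits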; further: on the % scale 0 is the no-effect control and ±100 the full control effect
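Read-out is FRET at 665 nm (cryptate excitation 337 nm) from a cryptate-tagged anti-cAMP antibody, competed by cell cAMP against cAMP-d2. Compounds are tested on freshly harvested TSHR cells challenged with 4nM TSH (EC80) for 2 hours at 37 deg C.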
TSG101-PTAP inh: blocks PTAP/TSG101 interaction to inhibit HIV-1 budding; 340,000 tested, under 10 active; Fluorescence polarization, FITC-PTAP peptide / Tsg101 binding; Potency, µM (doses to about 115 µM), without a hit: top-dose activity change, negative = inhibition, usual class: inhibitors; Q99816; AID 493005; active means well fitted inhibition curve with a large enough effect in the main read-out, with a control signal flat, not every such curve was filed as active; inconclusive means small, poorly fitted or top-dose-only effect, or effect the other way, or a change in a side signal; inactive means no such curve, though single readings can be large or run the other way; further: potency means the concentration at half of the fitted maximal effect; % of control where 0% means no effect
Target sequence (Q99816 whole entry, looked up): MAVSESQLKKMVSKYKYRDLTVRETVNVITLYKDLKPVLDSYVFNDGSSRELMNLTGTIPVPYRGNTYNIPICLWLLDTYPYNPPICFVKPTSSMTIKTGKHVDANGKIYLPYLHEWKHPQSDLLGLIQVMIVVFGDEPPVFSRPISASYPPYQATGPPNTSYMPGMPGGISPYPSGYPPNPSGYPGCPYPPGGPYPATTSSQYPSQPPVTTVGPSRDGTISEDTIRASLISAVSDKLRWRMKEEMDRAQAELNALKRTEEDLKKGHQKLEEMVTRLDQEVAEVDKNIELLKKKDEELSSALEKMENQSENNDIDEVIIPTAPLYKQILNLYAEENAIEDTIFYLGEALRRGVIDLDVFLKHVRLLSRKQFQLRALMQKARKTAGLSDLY
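FP read-out: FITC-PTAP peptide, 50 nM final, binding Tsg101 binding domain, 10 uM final; 20 min, r.t.; 10 mM HEPES pH 7.5, 0.15 M NaCl, 0.01% Tween 20, 3 mM EDTA, 0.1 mM TCEP.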
Tb PFK inh: T. brucei PFK enzyme inhibition | T. brucei PFK, ADP-Glo luminescence | 0.17% of 330,000 active | Potency, µM (doses to about 57.5 µM), for the others: top-dose activity, negative = inhibition, hits mostly inhibitors | O15648;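 further: potency means the concentration at half of the fitted maximal effect; 0% = uninhibited 1x PFK enzyme wells and -100% = no-enzyme wells; nearly all actives have a fitted effect of over 60% in size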
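1.25 nM PFK with 0.5 mM F6P and 0.1 mM ATP in 0.1 M TEA pH 8.0, 5 mM MgCl2, incubated 45 min at room temperature; ADP measured by ADP-Glo luminescence; compounds titrated up to 57 uM.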
Eya2 phos inh: inhibitors of human Eya2 phosphatase activity. 0.006% of 330,000 active. Potency, µM (titrated, usually from 76.9 µM), for the others: top-dose activity, negative = inhibition, usual class: inhibitors. recombinant Eya2, OMFP fluorescence dephosphorylation (OMFP is methylfluorescein phosphate); further: potency means the concentration at half of the fitted maximal effect; on the % scale 0 is the no-effect control and ±100 the full control effect
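Eya2 (0.2 uM) preincubated 10 min at ambient with compound, then OMFP substrate added at 50 uM; 10 min reaction in 50 mM HEPES pH 7.5, 50 mM NaCl, 5 uM MgCl2, 0.05% BSA, 1 mM DTT. Fluorescence read at Ex 485/Em 525 nm.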
BCR signal inh: inhibitors of chronic active B-cell receptor signaling; AID 493014; 0.05% of 340,000 active; Potency, µM (series often up to 46.1 µM), for inactives: at the highest dose ratio change, negative = lower green/red ratio, most hits filed as inhibitors; ABC-DLBCL IkBa-CBG/CBR reporter, luminescence ratio, 4 h; active means well fitted inhibition curve with a large enough effect in the signal ratio, with a control signal flat, not every such curve was filed as active; inconclusive means small, poorly fitted or top-dose-only effect, or effect the other way, or a change in a side signal; the % refers to the signal ratio;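 further: potency means the concentration at half of the fitted maximal effect; plate controls were basal doxycycline-induced cells for no effect and cells given 10 µM MG132 for full effect; MG132 reads +100%, hits lower the ratio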
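Cell line TMD8 (human ABC DLBCL), stably expressing tet-inducible CBG68-IkBa fusion and CBR; IMDM/0.5% FBS; cpd up to 46 uM; dox induction, 4 h, 37C/5% CO2; dual luminescence; green/red ratio; MG132 control.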
* marks the source's active call; other numbers are inactive results; ? = inconclusive; . = not tested or not shown; [ ] = remark or other dose. Unless noted, the call rests on the fitted dose curve; in most records, active means well fitted curve in the direction sought with a large enough effect; inconclusive means small, poorly fitted or top-dose-only effect, or another doubt; inactive means no such curve, though single readings can be large; an effect the other way counts as inactive or inconclusive.

SMILES	TCR act	Mito fusion act	Integrin act MD	AT treatment	ELG1 DNA repair	S-ASM inh	TSHR antag	TSG101-PTAP inh	Tb PFK inh	Eya2 phos inh	BCR signal inh
COc1ccc(CCNC(=O)CSc2nnc3ccc(-c4ccccn4)nn23)cc1	1%	12%	-13%	8%	.	-2%	-4	0%	2%	-4%	?
CSc1ccccc1NC(=O)COC(=O)c1c[nH]c(=O)[nH]c1=O	-5%	-1%	?	8%	12%	4%	12	-4%	-22%	-27%	-3%
Cc1ccnc(NC(=O)c2cccc(S(=O)(=O)N3CCCC3)c2)c1	5%	-2%	-13%	29%	?	-1%	9	2%	-11%	5%	1%
Cc1cccc(/C=N/NC(=O)c2ccccc2OCc2cccc(Br)c2)n1	3%	11%	-42%[inhibitor]	0%	16µM*	-8%	2	-7%	2%	-10%	?
CC[C@H]1OC(=O)C[C@@H](O)[C@H](C)[C@@H](O[C@@H]2O[C@H](C)C[C@H](N(C)C)[C@H]2O)[C@@H](CC=O)C[C@@H](C)C(=O)C=C[C@]2(C)O[C@H]2[C@@H]1C	.	33%	.	?	?	.	6	.	14%	10%	?
Cc1ccc(N2C(=O)CC(Nc3ccccc3)C2=O)cc1 (centres undefined)	2%	2%	-5%	-1%	2%	-1%	1	-3%	-2%	7%	5%
COc1ccc(CN2C(=O)c3ccccc3C2C(=O)NCCc2ccccc2)c(OC)c1 (centres undefined)	1%	-9%	12%	1%	-20%	-1%	-6	-5%	-5%	-20%	3%
Cc1cc(NC(=O)CCC(=O)N(c2ccccc2)C(C(=O)NC2CCCC2)c2ccccc2C)no1 (centres undefined)	-4%	0%	15%	-7%	-11%	-3%	-1	-9%	0%	14%	?
O=[N+]([O-])c1ccc(Cl)c(S(=O)(=O)NCC2CCCO2)c1 (centres undefined)	4%	-3%	29%	-2%	0%	4%	6	0%	4%	4%	-9%
CCOCCCNC(=O)Cc1ccc(-n2c(CC)nc3cccnc32)cc1	-3%	0%	-32%	10%	16%	34%[activator]	10	-7%	0%	-5%	-7%
COCCNC(=S)N/N=C(\C)c1cc2ccccc2o1	2%[46.1 µM]	-4%	22%	5%	?	4%	-1	-2%	-5%	6%	?
CC1(C)NC(=O)N(CCCCSc2ccc(Cl)cc2)C1=O	9%	23%	-17%	.	?	3%	10	-10%	-2%	6%	?
COc1cc(C#N)ccc1OCC(=O)N1CCc2ccccc2C1	-6%	7%	-23%	-7%	7%	-3%	9	-2%	7%	-4%	-1%
O=C(COC(=O)C1COc2ccccc2O1)Nc1ccc2c(c1)CCC2 (centres undefined)	-2%	3%	-19%	-1%	?	-1%	-9	-2%	-4%	6%	?
Cc1cccc(C(=O)NCc2nnc(SCc3ccc(F)cc3)n2C)c1	4%	1%	13%	2%	-1%	0%	-3	2%	-1%	-6%	3%
CCOc1ccc(CCNC(=O)c2nnn(CC(=O)Nc3c(C)cc(C)cc3C)c2N)cc1OCC	0%	-22%	-22%	-3%	4%	-4%	0	-3%	-13%	11%	-5%
O=C(NCC(=O)N1CCCC(C(F)(F)F)C1)c1ccc(Br)o1 (centres undefined)	1%	-7%	3%	-5%	20%	.	0	-4%	-11%	-2%	-9%
CC1CCc2[nH]nc(C(=O)O)c2C1 (centres undefined)	-4%	2%	4%	-11%	-1%	5%	-5	-4%	-1%	1%	0%
CCOC(=O)c1cccc(NC(=O)CCS(=O)(=O)c2cccc3nsnc23)c1	.	-1%	-26%	-4%	?	-2%	1	-5%	-22%	-3%	-2%
CCCc1nc(NC(=O)c2ccccc2)nc(NC(=O)c2ccccc2)n1	0%	5%	?	2%	?	-3%	18	-2%	0%	10%	?
S=c1[nH]nc(C2CCCCC2)n1/N=C/c1ccccc1	7%	-15%	-18%	-11%	14%	-2%	-6	-5%	2%	4%	0%
CCOc1ccc(NC(=O)COC(=O)CCS(=O)(=O)c2ccc(C)cc2)cc1	4%	-1%	16%	-9%	18%	3%	-7	1%	-3%	-9%	-3%
Cc1cc(C)n2nc3ccccc3c2n1	-2%	-1%	-2%	0%	7%	18%	6	-6%	-4%	-18%	?
CCN(CC)CCNC(=O)CCc1nn(C)c(=O)c2ccccc12	-2%	12%	13%	4%	20%	3%	51	-3%	-3%	3%	0%
CCOC(=O)C(NC(C)=O)C(OC(C)=O)c1cccc(N(CCO)CCO)c1 (centres undefined)	-2%	0%	28%	-2%	11%	-3%	6	-2%	-2%	-4%	1%
COc1cc(S(=O)(=O)NCc2ccccc2)ccc1F	-5%	2%	?	2%	-3%	0%	2	-5%	-14%	-5%	2%
CCCc1ccc2oc(C(=O)NCCc3nc(C(=O)OCC)cs3)c(C)c2c1	-1%	8%	9%	-15%	?	?	-15	-4%	-3%	-3%	?
COc1cc(/C=C2\CCCc3c2nc2ccccc2c3C(=O)O)cc(OC)c1O	-6%	-2%	11%	2%	10%	-4%	-2	-7%	?	16%	0%
CCOc1cc(O)c(-c2[nH]ncc2-c2nc(C)cs2)cc1CC	-1%	5%	?	-1%	?	-6%	1	-4%	-4%	-10%	?
COc1ccc(NS(=O)(=O)c2cc(NC(=O)c3nn(C)c(=O)c4ccccc34)ccc2OC)cc1	2%	0%	24%	6%	?	-10%	-16	0%	-1%	3%	?
COc1ccccc1CCC(=O)N1CCN(S(=O)(=O)c2cccc(F)c2)CC1	-2%	6%	-10%	12%	-2%	-2%	3	-1%	0%	-11%	-7%
CCOC(=O)COn1c(=O)c(-c2ccccc2)[n+]([O-])c2ccccc21	-2%	5%	-5%	-2%	27%	32%	-2	-5%	-8%	-4%	6%
COc1ccccc1NC(=S)NCCSc1ccc(Cl)cc1	-3%[46.1 µM]	21%	6%	-2%	-4%	4%	-13	-4%	2%	1%	?
CCCCn1c(=O)n(C)c(=O)c2c3c(sc21)COC(C)(C)C3	4%	0%	-22%	3%	?	3%	-8	-9%	2%	-12%	-1%
Cc1c(OCC(=O)N[C@H](C(=O)O)c2ccccc2)ccc2c3c(c(=O)oc12)CCCC3	5%	1%	-11%	-9%	0%	76%[activator]	-7	-3%	0%	-19%	12%
O=C(CSc1nnc2ccccn12)Nc1ccc(N2CCOCC2)cc1	-2%	.	23%	1%	12%	3%	.	6%	-1%	7%	5%
NC(=O)c1ccc(SCC(=O)OCC(=O)NC2CCCCCCC2)c([N+](=O)[O-])c1	6%	1%	0%	-13%	0%	-3%	-4	-4%	1%	4%	?
O=C(Nc1ccc(Br)cc1)c1cccc(N2C(=O)C3C4C=CC(C4)C3C2=O)c1 (centres undefined)	-22%	2%	2%	8%	?	-2%	-28	.	0%	10%	?
CC(C)CN(C(=O)C(c1ccccc1)c1ccccc1)c1c(N)n(CC(C)C)c(=O)[nH]c1=O	3%	5%	2%	8%	0%	16%	16	0%	-1%	11%	?
COc1cc2[nH]c(=S)n(Cc3ccc(C)cc3)c(=O)c2cc1OC	2%	-2%	3%	4%	?	0%	4	-6%	-1%	-4%	-16%
O=C1c2ccccc2C(=O)N1CCCCCCc1ccccc1	0%	28%	-16%	26%	?	4%	-35	0%	1%	8%	?
O=C1c2cc(Br)ccc2N(Cc2ccc(Br)cc2)S(=O)(=O)C1c1cc(Cl)c(Cl)cc1[N+](=O)[O-] (centres undefined)	1%	.	0%	-4%	-2%	-7%	-34	.	0%	-1%	9%
COc1ccc(F)cc1CN1CCN(CC(=O)Nc2ccccc2C(=O)NC2CC2)CC1	7%	4%	-24%	12%	10µM*	7%	3	-4%	2%	9%	-7%
